inhibitors of VEEV: inhibitors of VEEV TC-83 cytopathic effect, confirmation, Vero cells (AID 588727); actives 0.13% (n = 350,000); inhibition, % at 20 µM; hits with a dose series show IC50 in µM; Vero cells, VEEV TC-83 cytopathic effect inhibition; higher % means a stronger effect; in the data active = a potency from the dose series; inconclusive = inhibition mostly from about 14% at the one dose, without a potency; inactive = the rest, 99 in 100 with inhibition below about 12%; note: strong numbers were not always called active
H1N1 NS1A inhibition: H1N1 influenza NS1A inhibitors, functional cell based assay (AID 504329); NS1A functional cell-based assay, percent inhibition; higher % means a stronger effect; inhibition, % at 12.5 µM, or IC50 in µM where a hit was titrated; actives 0.3% (n = 340,000); in the data active = a potency from the dose series; inconclusive = inhibition above about 27% without an active follow-up result; note: strong numbers were not always called active
M. tuberculosis: growth inhibition of non-replicating M. tuberculosis (AID 488890). Mycobacterium tuberculosis non-replicating, growth inhibition; higher % means a stronger effect. one-dose inhibition, % at 25 µM; IC50 in µM for titrated hits. actives 0.39% (n = 320,000); in the data active = a potency from the dose series; inconclusive = inhibition mostly from about 82% at the one dose, without a potency; inactive = the rest, 99 in 100 with inhibition below about 76%;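 note: plate controls were DMSO cells for no effect and high antibiotic wells for full effect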
PhoP GFP inhibition: PhoP regulon inhibitors, Salmonella typhi PhoP promoter GFP reporter, confirmatory (AID 1850); inhibition, % at 50 µM; hits with a dose series show IC50 in µM; Salmonella Typhi PhoP-promoter GFP reporter, fluorescence, 4 h; higher % means a stronger effect; actives 0.33% (n = 310,000); in the data active = a potency from the dose series; inconclusive = inhibition mostly from about 25% at the one dose, without a potency; inactive = the rest, 99 in 100 with inhibition below about 19%;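 note: 0% = induced wells with vehicle and 100% = uninduced wells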
H37Rv inhibition: M. tuberculosis growth inhibition, HTS (AID 449762); M. tuberculosis H37Rv growth inhibition, 7H9 media; higher % means a stronger effect; one-dose inhibition, % at 25 µM; IC50 in µM for titrated hits; actives 0.59% (n = 330,000); in the data active = a potency from the dose series; inconclusive = inhibition above about 70% without an active follow-up result;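 note: bacterial growth assessed after seven days of incubation; strong numbers were not always called active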
inhibitors of VEEV 10K pilot screen: second read-out of inhibitors of VEEV, no call of its own (marks repeat the call); inhibition, %; measured here: 10K pilot screen inhibition
Active calls of the source: *; i = inactive; ? = inconclusive; . = not tested or not shown; & = joins results of further samples.

SMILES	inhibitors of VEEV	H1N1 NS1A inhibition	M. tuberculosis	PhoP GFP inhibition	H37Rv inhibition	others
COCCCn1c(SCc2nnc(-c3ccccc3)o2)nc2sc3c(c2c1=O)CCC3	i	4%	11%	-11%	-11%
CC12CCC3(CC1CCC1OC12)OCCO3 (centres undefined)	0.3%	-1%	.	.	.
CC[C@@H](C(=O)n1nc(C)cc1C)[C@H](NS(=O)(=O)c1ccc(C)cc1)c1ccccc1	2.5%	4%	11%	3%	-2%
CCCCNC(=O)NNC(=O)COc1cccc(C)c1C	i	-8%	9%	15%	-2%
Cc1ccccc1C(=O)c1c[nH]c(C(=O)NCCCn2ccnc2)c1	1.9%	1%	-19%	8%	0%
CCN(CC)c1ccc(N2C(=O)/C(=C\c3cccnc3)SC2=S)cc1	7.4%	6%	1%	3%	-5%
CCOC(=O)CN(C(=O)CSc1nnc(CNc2ccc(F)cc2)o1)c1ccccc1	0.2%	5%	9%	-4%	14%
Cc1ccc(OC(=O)CCC(=O)NC(C)c2ccccc2)cc1 (centres undefined)	i	3%	52%	-8%	-10%
Cc1cccc(NC(=O)N[C@@H](C)C(=O)O)c1	0.6%	4%	7%	-7%	-4%
C#CCOCCOCCOCCNc1nc(N2CCN(C(=O)CCCCCCCCCCNC(=O)[C@H](CO)n3cc(CCCSC)nn3)CC2)nc(N2CCN(C(=O)CCCCCCCCCCNC(=O)[C@H](CCCN=C(N)N)n3cc(C[C@@H](C)CC)nn3)CC2)n1	?	-35%	78%	25%	?
Cc1cc(NC(=O)CSc2ccc3nnc(-c4ccc(Cl)cc4)n3n2)no1	4.0%	4%	5%	-8%	-4%
COc1ccc(C(=O)/C(=C/O)N=Nc2ccc(F)cc2)cc1	5.7%	13%	80%	6%	?
Cc1ccc(C#N)c(SCc2ccccc2[N+](=O)[O-])n1	1.0%	0%	-9%	-2%	1%
COc1cccc(/C=N/N(C)C2=NS(=O)(=O)c3ccccc32)c1O	1.0%	-11%	-13%	-6%	-1%
Cc1ccc(S(=O)(=O)NC(=O)c2cc(C)n(CCCN3CCOCC3)c2C)cc1	2.1%	-10%	6%	2%	-2%
COc1cc(-c2nc(S(=O)(=O)c3ccc(Cl)cc3)c(N(C)C)o2)cc(OC)c1OC	0.1%	5%	4%	9%	1%
COc1ccccc1CCNC(=O)/C(=C/c1cccnc1)NC(=O)c1ccccc1	i	-6%	11%	-2%	3%
CSc1sc(C#N)c2c1/C(=N\O)CCC2	3.2%	2%	-4%	-5%	-2%
Cc1cc(C)n(C(=O)c2ccc(NC(=O)CC(C)C)cc2)n1	0.2%	-5%	7%	-5%	-1%
CCOCCc1c(O)[nH]c(=S)[nH]c1=O	2.6%	4%	-15%	6%	-6%
CCN1CCCC1CNC(=O)c1cc2c(OC)c(OC)c(OC)cc2[nH]1 (centres undefined)	i	0%	-4%	-3%	-10%
CC1(C)C(C=C(Cl)Cl)C1C(=O)Nc1ccc(S(=O)(=O)Nc2ncccn2)cc1 (centres undefined)	0.4%	2%	19%	6%	-4%
CC1CN(C(=O)Nc2ccc3c(c2)OCCO3)CC(C)O1 (centres undefined)	1.8%	5%	-7%	7%	-2%
COc1cc(NC(=O)CSc2nnc(C)s2)cc(OC)c1OC	0.7%	-7%	-20%	-4%	2%
O=S(=O)(Nc1ccc2c(c1)OCO2)c1ccc(Br)s1	6.5%	4%	24%	-2%	4%

The last 2 entries of the part before open the next one.
SMILES	inhibitors of VEEV	H1N1 NS1A inhibition	M. tuberculosis	PhoP GFP inhibition	H37Rv inhibition	others
COc1cc(NC(=O)CSc2nnc(C)s2)cc(OC)c1OC	0.7%	-7%	-20%	-4%	2%
O=S(=O)(Nc1ccc2c(c1)OCO2)c1ccc(Br)s1	6.5%	4%	24%	-2%	4%
Cc1nc(NC(=O)c2ccccc2)sc1-c1csc(NCCc2ccccc2)n1	i	12%	36%	-5%	?
Cc1ccc(CN(CC(=O)NC2CCCC2)C(=O)CSc2nnc(COc3ccccc3)o2)cc1	0.6%	1%	8%	9%	-4%
c1ccc(CCNc2c3c(nc4ncnn24)CCC3)cc1	2.8%	4%	16%	-6%	-8%	inhibitors of VEEV 10K pilot screen=1.3
CCOC(=O)CSC1=N/C(=C/c2ccc(-n3cncn3)cc2)C(=O)N1C(C)=O	2.8%	2%	66%	-4%	-2%
CCCCn1nc(C(=O)N(C)CC(=O)Nc2cccc(F)c2)c2ccccc2c1=O	8.6%	-10%	-9%	3%	3%
CC(C)CC(=O)Nc1ccc(C(=O)COc2ccc(-c3nnco3)cc2)cc1	i	19%	38%	-1%	-1%
CCOc1cc(CN2CCN(C(=O)CC(C)C)CC2)ccc1OC	0.4%	-3%	-7%	0%	-2%
COc1cccc(C(=O)CSc2nnc(CNS(=O)(=O)c3ccc(C)cc3)n2C)c1	8.9%	-1%	.	.	.
O=CN1CCN(C2CC(=O)N(c3ccc(Br)cc3)C2=O)CC1 (centres undefined)	0.0%	5%	31%	-8%	2%
Cc1ccc(SCC(=O)NCCc2ccc(F)cc2)cc1	i	-8%	?	-7%	4%
CCOc1ccc(C(C)=O)cc1N1C(=O)C2C3C=CC(C3)C2C1=O (centres undefined)	1.8%	-7%	-5%	-4%	-14%
Cc1ccc(S(=O)(=O)NCCC(=O)O)cc1	i	-27%	5%	-3%	0%
CCOC(=O)Cc1csc(NC(=O)COc2ccc3ccccc3c2)n1	3.4%	9%	?	-2%	52%
Cc1ccccc1C(=O)N1CCCN(C(=O)c2ccccc2C)CC1	7.9%	7%	4%	-12%	-3%
CCOc1cccc(C2/C(=C(\O)c3ccc4c(c3)OCCO4)C(=O)C(=O)N2Cc2ccncc2)c1 (centres undefined)	3.4%	1%	14%	1%	2%
O=C(O)Cc1ccc2[nH]c3ccc(CC(=O)O)cc3c2c1	0.3%	2%	-7%	-12%	-5%
CCc1cccc(NC(=O)COC(=O)c2cc(=O)c3ccccc3o2)c1	2.5%	-2%	.	.	.
C=CCNc1nc(N)c([N+](=O)[O-])c(NCCO)n1	0.8%	-2%	-1%	20%	-2%
O=C(O)C(Cc1ccccc1)N1C(=O)CCC1=O (centres undefined)	i	-7%	-10%	-3%	0%
C#CCN(C)Cc1ccccc1	1.8%	-5%	-2%	-1%&14%	-7%
CCC(C)NC(=O)c1cn(-c2cccc(OC)c2)c(=O)c2ccccc12 (centres undefined)	0.8%	-3%	-7%	1%	4%
Cc1ccccc1NS(=O)(=O)c1ccc(C(=O)NCC(c2ccco2)N(C)C)cc1 (centres undefined)	0.5%	0%	7%	10%	5%
Cc1ccc(COc2ccsc2-c2n[nH]c(=S)n2C)cc1	0.2%	-3%	-4%	0%	-10%
COc1cc2c(cc1OC)C(c1ccc3c(c1)OCO3)CC(=O)N2 (centres undefined)	1.2%	2%	-7%	-12%	-18%
Nn1cnnc1SCC(=O)Nc1ccc(C2CCCCC2)cc1	0.7%	-4%	12%	24%	12%

Next part:
SMILES	inhibitors of VEEV	H1N1 NS1A inhibition	M. tuberculosis	PhoP GFP inhibition	H37Rv inhibition	others
COc1ccc(-c2cc(=O)oc3c(C)c(OC(C)C(C)=O)ccc23)cc1 (centres undefined)	6.7%	20%	13%	-4%	5%
CC(C)(C)OC(=O)N/N=C/c1ccc(Br)cc1	i	5%	49%	-17%	-4%
Cc1ccc(Cc2nc(-c3ccccn3)no2)cc1	0.9%	2%	33%	6%	2%
CC(C)C[C@@H](CN)NC(=O)c1nc[nH]c1C(=O)N[C@@H](C)C(=O)CNC[C@H](C)NC(=O)c1nc[nH]c1C(=O)N[C@@H](C)C(=O)O	i	-24%	.	.	.
COCCCn1cnnc1SCc1nc2sc(C(C)=O)c(C)c2c(=O)[nH]1	i	8%	-8%	-14%	1%
CSCCC1NC(=O)N(CC(=O)Nc2cc(C)on2)C1=O (centres undefined)	1.5%	-3%	-21%	.	-6%
COc1ccc(C(=O)OC2CCN(C)CC2)cc1	i	2%	-9%	4%	-5%
Cn1cc(/C=C/C(=O)N2CCCC(C(=O)c3ccc(C(C)(C)C)cc3)C2)cn1 (centres undefined)	i	-1%	26%	5%	?
O=C(CSc1nnc(-c2cccnc2)n1-c1ccc(SC(F)F)cc1)N1CCCc2ccccc21	0.8%	-13%	11%	-7%	-1%
CC(C(=O)Nc1ccc(S(=O)(=O)N2CCOCC2)cc1)N(c1ccccc1)S(C)(=O)=O (centres undefined)	i	0%	-8%	-8%	-2%
O=C(c1ccccc1Cl)N(C(=O)c1ccccc1Cl)c1nccc(-c2cccs2)n1	1.8%	-10%	4%	-8%	21%
C=C(Cl)CSC(=S)N(CC)CC	i	-21%	14%	.	14%
COC(=O)c1cc(NC(=O)c2ccoc2C)cc(C(=O)OC)c1	6.7%	2%	-6%	-7%	16%
CCOc1cc(C(=S)N2CCN(C)CC2)ccc1OCC(=O)N1CCOCC1	4.4%	-4%	?	8%	-3%
C/C(=N\NC(=O)c1cccc(S(=O)(=O)N2CCOCC2)c1)c1ccc(OC(F)F)cc1	6.2%	-4%	18%	6%	-1%
Nc1nonc1C(=Nc1ccccc1)NO	0.1%	-1%	1%	3%	-6%

By substructure, the entries above with a Cl atom
SMILES	inhibitors of VEEV	H1N1 NS1A inhibition	M. tuberculosis	PhoP GFP inhibition	H37Rv inhibition	others
Cc1cc(NC(=O)CSc2ccc3nnc(-c4ccc(Cl)cc4)n3n2)no1	4.0%	4%	5%	-8%	-4%
COc1cc(-c2nc(S(=O)(=O)c3ccc(Cl)cc3)c(N(C)C)o2)cc(OC)c1OC	0.1%	5%	4%	9%	1%
CC1(C)C(C=C(Cl)Cl)C1C(=O)Nc1ccc(S(=O)(=O)Nc2ncccn2)cc1 (centres undefined)	0.4%	2%	19%	6%	-4%
O=C(c1ccccc1Cl)N(C(=O)c1ccccc1Cl)c1nccc(-c2cccs2)n1	1.8%	-10%	4%	-8%	21%
C=C(Cl)CSC(=S)N(CC)CC	i	-21%	14%	.	14%
